Screening results from PubChem.
Coupling enz – qHTS Assay for Inhibitors of Fructose-1,6-bisphosphate Aldolase from Giardia Lamblia: Coupling assay counterscreen. coupling enzyme system counterscreen, AmpLite Red fluorescence. activity change, negative = inhibition, % at 58.2 µM, hits read low. hit rate 0.67% among 290,000. AID 2472, 2010; in the data active = activity change below about -30%; also: % is scaled to controls: 0 for no effect and ±100 for the full control effect
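Activity here indicates interference with the coupling reaction, not aldolase inhibition. Compounds at 57.5 uM final met coupling enzymes for 10 min at RT; substrate and AmpLite Red detection followed, with a 525/598 nm fluorescence read after 20 min.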
Menin MLL FP TR – qHTS Assay for Inhibitors Targeting the Menin-MLL Interaction in MLL Related Leukemias: Competition With Texas Red Labeled MLL-derived Mutant Peptide; O00255; Menin + Texas Red MLL mutant peptide, fluorescence polarization; hit rate 0.23% among 270,000; Potency, µM (doses to about 61.6 µM), inactives show top-dose FP activity change, negative = inhibition, usual class: inhibitors; active = well fitted inhibition curve with a large enough effect in the polarisation, with a control signal flat, not every such curve was filed as active; inconclusive = small, poorly fitted or top-dose-only effect, or effect the other way, or a change in a side signal; inactive = no such curve, though single readings can be large or run the other way; the % refers to the polarisation; also: potency is read from the fitted curve at half-maximal effect; % of control where 0% means no effect; many of its hits are not listed in these tables
S-ASM inh – Inhibitors of Secretory Acid Sphingomyelinase (S-ASM): qHTS; hit rate 0.006% among 340,000; Potency, µM (series often up to 57.5 µM), for inactives: at the highest dose activity change, negative = inhibition, actives largely listed as inhibitors; placental ASM, HMU-PC fluorogenic substrate, 60 min; AID 504937, 2011; Sphingomyelin phosphodiesterase (Homo sapiens), P17405; also: potency is read from the fitted curve at half-maximal effect
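HMU-PC0 cleavage (9 uM final) by human placental ASM, 60 min at 37 °C following 10 min compound exposure at RT; stopped at pH 10, fluorescence Ex 386/Em 447 nm.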
B2AR arrestin – qHTS assay of beta-arrestin-biased ligands of beta2-adrenergic receptor | beta-arrestin recruitment to beta2AR, cell-based reporter | Potency, µM (doses to about 46.1 µM), for inactives: top-dose activation, hits mostly activators | hit rate 0.02% among 330,000 | AID 492947, 2010;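 also: potency is read from the fitted curve at half-maximal effect; 0% = DMSO controls and full agonism = EC100 isoproterenol or metaproterenol; nearly all actives have a fitted effect of over 65% in size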
Target sequence (P07550 whole entry, looked up): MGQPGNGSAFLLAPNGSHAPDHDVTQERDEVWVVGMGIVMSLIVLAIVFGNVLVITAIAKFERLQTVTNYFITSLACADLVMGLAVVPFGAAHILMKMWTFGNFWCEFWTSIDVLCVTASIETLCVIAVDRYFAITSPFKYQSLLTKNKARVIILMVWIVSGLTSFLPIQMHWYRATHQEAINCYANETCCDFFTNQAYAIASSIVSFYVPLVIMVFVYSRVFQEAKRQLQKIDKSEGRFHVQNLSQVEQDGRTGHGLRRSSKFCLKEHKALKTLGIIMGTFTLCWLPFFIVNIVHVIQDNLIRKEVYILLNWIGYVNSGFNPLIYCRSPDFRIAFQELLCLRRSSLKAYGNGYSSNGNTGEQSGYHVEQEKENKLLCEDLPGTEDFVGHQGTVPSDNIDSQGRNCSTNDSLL
PKM2 act – qHTS Assay for Activators of Human Muscle isoform 2 Pyruvate Kinase; AID 1631, 2009; Potency, µM (doses to about 57.5 µM), for the others: at the highest dose activation, hits mostly activators; hit rate 0.34% among 260,000; purified PKM2, Kinase-Glo ATP luminescence, activation; response scale: 0% is enzyme alone, no compound; Pyruvate kinase PKM (Homo sapiens), P14618; also: potency is read from the fitted curve at half-maximal effect; % is scaled to controls: 0 for no effect and ±100 for the full control effect; nearly all actives have a fitted effect of over 55% in size
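ATP formation by purified human PK-M2, quantified via coupled luciferase luminescence after 1 h at room temperature with 0.1 mM ADP and 0.5 mM PEP final.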
GALK inhibitor – qHTS Assay for Inhibitors of Human Galactokinase (GALK); Purified GALK, Kinase-Glo residual ATP luminescence; hit rate 0.007% among 270,000; Potency, µM (doses to about 57.5 µM), without a hit: at the top dose activity change, negative = inhibition, usual class: inhibitors; also: potency is read from the fitted curve at half-maximal effect; % is scaled to controls: 0 for no effect and ±100 for the full control effect
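GALK at 5 nM final was combined with compound, 35 uM ATP and 100 uM galactose in HEPES pH8.0 with MgCl2 and DTT. The reaction ran one hour at room temperature before luminescent ATP detection.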
Tb PFK block – qHTS Assay to Find Inhibitors of T. brucei phosphofructokinase; T. brucei PFK, ADP-Glo luminescence; Potency, µM (series often up to 57.5 µM), for inactives: at the highest dose activity, negative = inhibition, actives largely listed as inhibitors; ATP-dependent 6-phosphofructokinase (Trypanosoma brucei brucei), O15648; hit rate 0.17% among 330,000;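 also: potency is read from the fitted curve at half-maximal effect; 0% = uninhibited 1x PFK enzyme wells and -100% = no-enzyme wells; nearly all actives have a fitted effect of over 60% in size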
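In TEA buffer at pH 8.0 with 5 mM MgCl2, enzyme (1.25 nM) converted F6P (0.5 mM) and ATP (0.1 mM) for 45 min at room temperature. ADP product was read by luciferase luminescence.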
Chronic BCR inh – qHTS Assay to Find Inhibitors of Chronic Active B-Cell Receptor Signaling | ABC-DLBCL IkBa-CBG/CBR reporter, luminescence ratio, 4 h | Potency, µM (titrated, usually from 46.1 µM), for the others: at the top dose ratio change, negative = lower green/red ratio, most hits filed as inhibitors | hit rate 0.05% among 340,000; active = well fitted inhibition curve with a large enough effect in the signal ratio, with a control signal flat, not every such curve was filed as active; inconclusive = small, poorly fitted or top-dose-only effect, or effect the other way, or a change in a side signal; the % refers to the signal ratio;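 also: potency is read from the fitted curve at half-maximal effect; plate controls were basal doxycycline-induced cells for no effect and cells given 10 µM MG132 for full effect; MG132 reads +100%, hits lower the ratio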
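Compounds up to 46 uM were incubated four hours with TMD8 cells whose green CBG68 luciferase is fused to IkappaBalpha; red CBR luminescence normalised the signal, and concentration-effect curves were fitted to fusion, red and ratio data.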
Giardia killer – Small Molecules that selectively kill Giardia lamblia: qHTS | activity change, % at 7.66 µM, hits read low | Giardia lamblia trophozoite viability | AID 540267, 2011 | hit rate 0.15% among 340,000; in the data active = activity change below about -80%; inconclusive = between about -30% and that limit;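 also: parasites exposed to compound for two days anaerobically before the ATP read; % is scaled to controls: 0 for no effect and ±100 for the full control effect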
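Each well holds 100 Giardia trophozoites and compound. After two days (48 hrs) at 37 deg C in anaerobic conditions, ATP is quantified by luminescence.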
TSG101-PTAP inh – qHTS Assay for Iinhibitors of HIV-1 Budding by Blocking the Interaction of PTAP/TSG101. Fluorescence polarization, FITC-PTAP peptide / Tsg101 binding. Potency, µM (top dose mostly 115 µM), for the others: top-dose activity change, negative = inhibition, actives largely listed as inhibitors. 340,000 tested, under 10 active; active = well fitted inhibition curve with a large enough effect in the main read-out, with a control signal flat, not every such curve was filed as active; inconclusive = small, poorly fitted or top-dose-only effect, or effect the other way, or a change in a side signal; inactive = no such curve, though single readings can be large or run the other way; also: potency is read from the fitted curve at half-maximal effect; % of control where 0% means no effect
Target sequence (Q99816 whole entry, looked up): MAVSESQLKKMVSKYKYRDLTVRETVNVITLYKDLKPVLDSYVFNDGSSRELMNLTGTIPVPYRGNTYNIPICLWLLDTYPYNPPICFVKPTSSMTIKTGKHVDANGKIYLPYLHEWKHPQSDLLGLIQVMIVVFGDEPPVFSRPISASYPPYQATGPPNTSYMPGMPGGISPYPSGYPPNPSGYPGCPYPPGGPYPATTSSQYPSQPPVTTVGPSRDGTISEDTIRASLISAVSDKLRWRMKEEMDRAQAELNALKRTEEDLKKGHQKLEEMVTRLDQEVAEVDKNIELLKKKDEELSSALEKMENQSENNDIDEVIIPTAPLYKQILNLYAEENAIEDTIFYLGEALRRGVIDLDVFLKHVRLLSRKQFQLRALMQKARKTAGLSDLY
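Fluorescence polarization binding of Tsg101 binding domain (10 uM final) to FITC-labeled PTAP peptide (50 nM final) in HEPES pH 7.5 buffer with NaCl, Tween 20, EDTA, TCEP. Compounds added before peptide; binding 20 min at RT.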
Integrin act MD – qHTS for Activators of Integrin-Mediated Alleviation for Muscular Dystrophy | alpha7betagal myoblasts, beta-gal FDG fluorescence, 48 h | Potency, µM (highest dose often 38.3 µM), inactives show at the highest dose activation, usual class: activators | hit rate 0.064% among 350,000 | AID 624291, 2012;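 also: potency is read from the fitted curve at half-maximal effect; 100% = response of the positive control SU9516; nearly all actives have a fitted effect of over 60% in size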
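alpha7betagal+/- myoblasts (passage 13, 250/well) treated 48 h at 37C with compounds at 1:260 dilution of DMSO stock. Lysed, then beta-galactosidase activity read as FDG fluorescence (ex 480/em 540) after 30 min, with pre-read for autofluorescence.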
An asterisk follows results filed as active; ? = inconclusive; nt = no result given; [ ] = another dose, or the depositor's remark. Unless noted, calls follow the shape of the dose curve; as a rule, active = well fitted curve in the direction sought with a large enough effect; inconclusive = small, poorly fitted or top-dose-only effect, or another doubt; inactive = no such curve, though single readings can be large; an effect the other way counts as inactive or inconclusive. A portion of the library (hit frequency here may not be typical).

Compound | Coupling enz | Menin MLL FP TR | S-ASM inh | B2AR arrestin | PKM2 act | GALK inhibitor | Tb PFK block | Chronic BCR inh | Giardia killer | TSG101-PTAP inh | Integrin act MD
COc1ccccc1-c1nnc(SCC(=O)N2CCOCC2)o1 | -0.1 | -5.8% | 2.6% | -0.6% | -5.3% | nt | -3.1% | -12.7% | 6.8 | -5.3% | 17.9%
O=C(C1CCCCC1)N1CCC(n2nnc3ccccc32)CC1 | -0.6 | -14.2% | -1.5% | -0.8% | -1.4% | -2.2% | -4.3% | -4.1% | -11.8 | -4.6% | -1.4%
Cc1cccc(NS(=O)(=O)c2cc(C(=O)NCc3ccccn3)ccc2C)c1 | nt | nt | -0.2% | 0.1% | 0.6% | -5.8% | 1.0% | 1.2% | 5.4 | -3.1% | 3.9%
Cc1ccc(S(=O)(=O)NC(C(=O)N2CCOCCOCCOCCOCC2)C(C)C)cc1 (stereo not given) | 0.1 | 9.4% | 1.9% | -0.7% | nt | 1.9% | 3.1% | 0.1% | 11.4 | -0.7% | 22.4%
CC(Sc1nccn1C)C(=O)Nc1ccc(C(N)=O)cc1 (stereo not given) | nt | nt | 0.0% | 0.0% | nt | nt | -1.0% | -0.8% | 9.5 | -1.4% | -5.1%
COc1ccccc1CN1CCNC(=O)C1CC(=O)NCCCn1cccn1 (stereo not given) | -11.9 | -9.7% | 9.2% | -0.6% | 3.2% | 0.8% | 10.8% | ? | 14.7 | -2.8% | 11.8%
CCc1ccc(NC(=O)[C@H](C)NC(=O)C2CCN(C(=O)[C@@H](N)CC(C)C)CC2)cc1 | -0.3 | 0.0% | 28.8% | 0.0% | nt | 9.8% | 0.4% | 6.8% | 0.1 | -2.4% | 3.1%
CCOc1ccc(C(CC(=O)O)NC(=O)C23CC4CC(CC(C4)C2)C3)cc1OC (stereo not given) | 0.7 | 8.7% | 0.3% | -1.0% | -1.7% | 0.6% | 0.7% | -3.8% | -7.4 | -1.4% | 0.0%
Cn1c(CC(=O)NCCO)c(Sc2ccccc2)c2ccccc21 | -3.3 | -4.1% | 0.8% | -0.7% | -1.5% | 2.0% | -5.7% | -9.0% | 1.2 | 1.3% | 0.0%
Cc1cc(NC(=O)CSc2nc3cc(Cl)ccc3o2)no1 | -1.2 | nt | 0.1% | -0.4% | nt | 5.9% | -1.3% | 1.1% | -6.3 | 0.4% | -49.0%[inhibitor]
CCCS(=O)(=O)N1CCN(Cc2ccncc2)CC1 | 3.9 | -16.5% | 0.5% | -0.2% | -5.9% | -2.1% | 14.4% | 12.2% | -4.4 | -5.5% | -42.5%[inhibitor]
COc1ccc(/C=N/NC(=O)CNc2ccc(Br)cc2)c(C(=O)O)c1OC | 9.7 | 5.2% | 0.9% | 0.3% | 0.3% | -2.1% | -12.7% | 4.8% | -0.4 | -2.4% | -20.8%
CC(C)C(=O)NNC(=O)c1c(O)c2ccccc2[nH]c1=O | 1.7 | nt | 3.2% | -0.3% | 3.9% | -1.0% | 0.6% | -0.9% | 18.5 | -0.4% | 0.1%
COc1ccc(C)c2sc(=NC(=O)c3ccc(C(C)=O)cc3)n(C)c12 | -1.4 | nt | 14.9% | -0.1% | -10.6% | 1.1% | 4.7% | ? | 4.2 | -4.7% | 0.0%
CCC(CC)NC(=O)C1CCN(c2ccc(S(=O)(=O)N3CCOCC3)cc2[N+](=O)[O-])CC1 | nt | nt | -7.1% | 0.5% | nt | nt | -4.2% | ? | -20.3 | -3.9% | 1.5%
COc1ccc(NC(=O)CC2C(=O)OCC3CCCCN32)cc1Cl (stereo not given) | 2.0 | 20.3% | -4.5% | -0.7% | -20.1% | 0.8% | 6.1% | 8.2% | -5.5 | 0.2% | -22.5%
CCc1nc(C)cn1S(=O)(=O)c1cc(Br)c(C)cc1OC | 1.2 | -14.5% | -0.2% | 0.2% | 8.9% | -2.4% | 0.1% | -6.9% | -22.1 | -1.6% | -16.9%
O=C(CN1CCN(Cc2ccccc2)CC1)Nc1cccc(Cl)c1 | 0.2 | -1.1% | 4.9% | -0.3% | -5.1%[11.5 µM] | -1.1% | -1.3% | -13.3% | 1.9 | 0.0% | -0.1%
Cc1ccc(NC(=O)/C(=C/c2ccncc2)NC(=O)c2ccccc2)cc1 | 0.6 | -2.4% | 0.5% | -0.2% | -2.3% | nt | 0.8% | -1.6% | -9.5 | 1.7% | 14.9%
CCn1cc(-c2nnnn2-c2ccc(Cl)cc2)c(=O)c2ccccc21 | nt | -0.5% | 1.5% | -0.1% | -3.8% | 1.0% | 0.8% | -26.7% | 7.7 | -2.2% | 3.3%
Cc1ccc(N2CC(C(=O)OCc3ccccc3)CC2=O)cc1 (stereo not given) | -0.3 | 5.0% | 3.6% | 0.0% | 17.7% | 2.3% | -2.6% | ? | 13.6 | -4.0% | 9.0%
CCN(C[C@H]1N[C@@](Cc2ccccc2)(C(=O)OC)[C@H]2C(=O)N(Cc3ccccc3)C(=O)[C@@H]12)S(=O)(=O)c1ccc(OC(F)(F)F)cc1 | nt | nt | -10.1% | -0.3% | nt | nt | -6.0% | 2.1% | 6.8 | -8.6% | -1.4%
O=C(c1cccc(C(F)(F)F)c1)N1CCN(c2cc(=O)[nH]nc2-c2ccccc2)CC1 | 6.0 | 1.9% | -0.4% | -0.7% | 0.2% | -0.8% | -1.9% | -1.7% | -2.2 | 2.7% | -5.0%
O=C(OCC(=O)N1CCCCC1)c1ccc(OC(F)(F)F)cc1 | nt | nt | 1.4% | -0.7% | nt | nt | 3.2% | 0.2% | 1.8 | 0.4% | 17.0%
OCC1OC(n2cnc3c(NC4CCCCC4)ncnc32)C(O)C1O (stereo not given) | -2.0 | 6.0% | -2.2% | -0.5% | -0.6% | 2.7% | -0.4% | 12.6µM* | 5.8 | -9.7% | -2.7%
CCN(C[C@H]1N[C@@](C)(C(=O)OC)[C@H]2C(=O)N(Cc3ccccc3)C(=O)[C@@H]12)C(=O)Nc1ccccc1 | nt | nt | 1.3% | -0.7% | nt | nt | 10.7% | 0.3% | 12.3 | 1.5% | 12.4%
COCCN(C(=O)Nc1ccccc1)C(C)c1cccnc1 (stereo not given) | 4.4 | -0.5%[11.7 µM] | 5.2% | 0.1% | 1.9% | 1.9% | 4.1% | ? | 6.7 | -4.8% | 8.2%
CCC(=O)Nc1ccc(NC(=O)CSc2nc3c(c(=O)n(C)c(=O)n3C)n2CC)cc1 | 3.7 | 7.5% | 17.5% | 0.2% | nt | 0.2% | -6.0% | ? | -23.5 | -3.5% | -41.3%
COc1cccc(N2CCN(CC(=O)NCc3ccccc3)CC2)c1 | 1.7 | -6.0% | -2.7% | 0.3% | 1.9% | 0.2% | 4.6% | -0.2% | 4.8 | 0.5% | 8.2%
COc1ccc(C(=O)N/N=C/c2cccnc2)cc1 | 4.0 | -16.2% | 3.0% | -0.1% | nt | -0.7% | 2.4% | 4.0% | 0.8 | 2.2% | -43.9%
CC(NC(=O)C1CCCN(S(=O)(=O)c2cccs2)C1)c1ccccc1 (stereo not given) | 6.7 | -28.6% | 2.1% | -0.2% | -3.1% | 0.1% | 1.2% | 3.1% | -14.8 | 2.5% | 20.9%
CCOC(=O)COc1cccc2c(=O)n(CC(=O)N3CCC(C)CC3)ccc12 | -0.1 | -11.2% | 5.1% | 0.3% | 3.0% | -1.8% | -0.3% | -17.7% | 6.1 | 0.2% | 10.2%
CCN(CC)CCN1C(=O)C(=O)/C(=C(/O)c2ccc(F)cc2)C1c1ccncc1 (stereo not given) | 0.7 | -6.4% | 6.0% | -1.1% | 0.1% | 1.5% | -1.0% | 2.5% | 0.8 | -4.9% | -1.4%
O=c1cc(C(F)(F)F)[nH]c2ccc(C(F)(F)F)cc12 | -16.3 | nt | 1.6% | 0.4% | -1.4% | -1.5% | -2.4% | ? | ? | 2.4% | -25.1%
O=c1oc2ccccc2c(N2CCCCC2)c1CN1CCCC1 | -0.7 | 33.2%[activator] | 4.8% | -0.3% | -0.8% | -2.5% | -0.9% | ? | -2.8 | -5.4% | 25.0%
